High-throughput results from PubChem BioAssay.
S-ASM inh = human S-ASM enzyme inhibition. P17405. placental ASM, HMU-PC fluorogenic substrate, 60 min. Potency, µM (doses to about 57.5 µM), without a hit: at the top dose activity change, negative = inhibition, usual class: inhibitors. actives 0.006% (n = 340,000); further: potency means the concentration at half of the fitted maximal effect
Target sequence (P17405 47-631 limits assumed): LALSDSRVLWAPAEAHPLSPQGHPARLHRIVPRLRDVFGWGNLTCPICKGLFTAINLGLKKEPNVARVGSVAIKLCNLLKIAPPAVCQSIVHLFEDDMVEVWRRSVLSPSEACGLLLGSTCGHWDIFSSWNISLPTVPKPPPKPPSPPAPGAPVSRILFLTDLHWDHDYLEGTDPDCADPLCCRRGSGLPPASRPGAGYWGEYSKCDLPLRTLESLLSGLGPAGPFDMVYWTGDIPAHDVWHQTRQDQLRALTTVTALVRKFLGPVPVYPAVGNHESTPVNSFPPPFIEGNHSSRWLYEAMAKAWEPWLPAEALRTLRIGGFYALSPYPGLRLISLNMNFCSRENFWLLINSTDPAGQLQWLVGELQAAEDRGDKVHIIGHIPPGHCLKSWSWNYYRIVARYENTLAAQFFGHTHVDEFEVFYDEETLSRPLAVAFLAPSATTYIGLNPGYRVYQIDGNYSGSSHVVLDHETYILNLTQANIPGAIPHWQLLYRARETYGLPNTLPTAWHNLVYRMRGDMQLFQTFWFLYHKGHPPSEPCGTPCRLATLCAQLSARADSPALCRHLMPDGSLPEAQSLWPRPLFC
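Human placenta-derived ASM preincubated with compound 10 min at room temperature, then reacted with 9 uM (final) fluorogenic HMU-PC substrate for 60 min at 37 C. Stop solution raises pH to 10; fluorescence read at Ex 386/Em 447 nm.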
a7 integrin act = activators of alpha7 integrin expression for muscular dystrophy; alpha7betagal myoblasts, beta-gal FDG fluorescence, 48 h; Potency, µM (titrated, usually from 38.3 µM), for the others: top-dose activation, actives largely listed as activators; actives 0.064% (n = 350,000); AID 624291;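 further: potency means the concentration at half of the fitted maximal effect; 100% = response of the positive control SU9516; nearly all actives have a fitted effect of over 60% in size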
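alpha7betagal+/- myoblasts (passage 13, 250/well) treated 48 h at 37C with compounds at 1:260 dilution of DMSO stock. Lysed, then beta-galactosidase activity read as FDG fluorescence (ex 480/em 540) after 30 min, with pre-read for autofluorescence.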
TCR activator = activators of T cell receptors; primary human leukocytes, anti-CD3, IL-2 HTRF, 48 h; Potency, µM (highest dose often 9.22 µM), without a hit: top-dose activation of IL-2 secretion, most hits filed as activators; 330,000 tested, under 10 active; further: % of control where 0% means no effect
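Primary human leukocytes were stimulated with a-CD3 beads plus compounds for 48 hr without co-stimulation; secreted IL-2 was quantified by HTRF using a-IL-2-K (europium cryptate) and a-IL-2-d2, excited at 320nm with acceptor emission read at 665nm.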
MBNL1-CUG inh = MBNL1-poly(CUG) RNA binding inhibition; actives 0.036% (n = 280,000); Potency, µM (doses to about 57.5 µM), for the others: at the highest dose activity change, negative = inhibition, usual class: inhibitors; TR-FRET MBNL1-His/biotin-(CUG)12 binding, 665/545 ratio; Q9NR56; active means well fitted inhibition curve with a large enough effect in the signal ratio, with a control signal flat, not every such curve was filed as active; inconclusive means small, poorly fitted or top-dose-only effect, or effect the other way, or a change in a side signal; inactive means no such curve, though single readings can be large or run the other way; the % refers to the signal ratio; further: potency means the concentration at half of the fitted maximal effect; on the % scale 0 is the no-effect control and ±100 the full control effect
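His-tagged MBNL1 binding to biotinylated (CUG)12 RNA was measured by TR-FRET using terbium anti-His antibody (0.055 ng/ul final) and streptavidin-XL665 (5 nM final). Compounds were titrated 92 nM to 58 uM; 60 min at room temperature.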
TSG101-PTAP inh = blocks PTAP/TSG101 interaction to inhibit HIV-1 budding. Q99816. Fluorescence polarization, FITC-PTAP peptide / Tsg101 binding. Potency, µM (top dose mostly 115 µM), for inactives: at the highest dose activity change, negative = inhibition, actives largely listed as inhibitors. 340,000 tested, under 10 active. AID 493005; active means well fitted inhibition curve with a large enough effect in the main read-out, with a control signal flat, not every such curve was filed as active; inconclusive means small, poorly fitted or top-dose-only effect, or effect the other way, or a change in a side signal; inactive means no such curve, though single readings can be large or run the other way; further: potency means the concentration at half of the fitted maximal effect; % of control where 0% means no effect
Target sequence (Q99816 whole entry, looked up): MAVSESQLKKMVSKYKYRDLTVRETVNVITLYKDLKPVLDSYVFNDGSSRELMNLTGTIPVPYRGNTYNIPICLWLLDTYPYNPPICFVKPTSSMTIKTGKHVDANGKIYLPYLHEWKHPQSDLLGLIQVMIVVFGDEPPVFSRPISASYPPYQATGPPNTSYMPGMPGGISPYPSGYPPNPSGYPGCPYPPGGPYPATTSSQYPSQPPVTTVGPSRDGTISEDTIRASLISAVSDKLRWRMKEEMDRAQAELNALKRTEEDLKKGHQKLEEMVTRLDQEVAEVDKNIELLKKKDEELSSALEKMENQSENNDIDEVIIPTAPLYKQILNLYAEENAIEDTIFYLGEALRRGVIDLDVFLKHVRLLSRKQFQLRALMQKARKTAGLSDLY
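Compounds were pin-transferred onto Tsg101 binding domain (10 uM final) in HEPES pH 7.5 buffer, then FITC-PTAP peptide was added at 50 nM final. After 20 min at RT, polarization reported peptide displacement across a qHTS concentration series.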
Mito fusion act = mitochondrial division inhibition or fusion activation. S. cerevisiae fusion-defective mutant growth rescue, CellTiterGlo 48 h. Potency, µM (highest dose often 46.1 µM), for the others: at the highest dose growth rescue (activation), usual class: activators. actives 0.23% (n = 320,000). AID 485298;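 further: potency means the concentration at half of the fitted maximal effect; % of control where 0% means no effect; nearly all actives have a fitted effect of over 45% in size; temperature-sensitive fusion mutants such as fzo1-1 at 37 °C on non-fermentable ethanol glycerol medium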
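Read-out: ATP-based luminescence (CellTiterGlo, 10 min ambient) reporting growth of fusion-defective ts yeast after 48 hours at 37C on glycerol/ethanol YPEG medium in the presence of compound.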
TSHR antagonist = human thyrotropin receptor antagonism | TSHR-expressing cells, TSH-stimulated cAMP HTRF, 2 h; active compounds read low | AID 504810 | activity change, negative = inhibition, % at 11.5 µM | P16473 | actives 0.2% (n = 330,000);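 active means activity change below a set negative limit, meaning inhibition stronger than a set level, cut at about -70% in these data; inconclusive means activity change between two set negative limits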; further: on the % scale 0 is the no-effect control and ±100 the full control effect
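Freshly harvested TSHR cells receive pin-tooled compound, then EC80 TSH at 4nM final. After 2 hours at 37 deg C, antibody in lysis buffer and cAMP-d2 are added; 30 minutes at ambient temperature precede the HTRF read.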
Menin MLL FP TR = menin-MLL binding inhibition, Texas Red mutant peptide; Potency, µM (top dose mostly 61.6 µM), for the others: at the highest dose FP activity change, negative = inhibition, most hits filed as inhibitors; Menin + Texas Red MLL mutant peptide, fluorescence polarization; O00255; actives 0.23% (n = 270,000); active means well fitted inhibition curve with a large enough effect in the polarisation, with a control signal flat, not every such curve was filed as active; inconclusive means small, poorly fitted or top-dose-only effect, or effect the other way, or a change in a side signal; inactive means no such curve, though single readings can be large or run the other way; the % refers to the polarisation; further: potency means the concentration at half of the fitted maximal effect; % of control where 0% means no effect; many of its hits are not listed in these tables
AT treatment = candidate therapy for ataxia-telangiectasia. […] A-T fibroblasts, KAP-1 phosphorylation AlphaLISA; neocarzinostatin DNA damage 30 min before lysis. Potency, µM (series often up to 57.5 µM), for the others: top-dose activation, usual class: activators. actives 0.19% (n = 320,000). AID 485349; further: potency means the concentration at half of the fitted maximal effect; % of control where 0% means no effect; nearly all actives have a fitted effect of over 45% in size
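hTERT-immortalized A-T patient fibroblasts ([…]), 500 cells/well in OPTI-MEM, 1% FBS, got compounds for 60 min, then NCS for 30 min at 37C. Lysates were then assayed for phospho-KAP-1 by AlphaLISA (anti-pKAP1 donor, anti-KAP1 acceptor beads), 6 hr at 25C.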
MLL CXXC-DNA inh = MLL CXXC-DNA interaction inhibition; Q03164; actives 0.037% (n = 290,000); MLL-CXXC / FITC-HOXA9 DNA fluorescence polarization; Potency, µM (top dose mostly 115 µM), for inactives: at the highest dose activity change, negative = inhibition, actives largely listed as inhibitors; active means well fitted inhibition curve with a large enough effect in the polarisation, with a control signal flat, not every such curve was filed as active; inconclusive means small, poorly fitted or top-dose-only effect, or effect the other way, or a change in a side signal; inactive means no such curve, though single readings can be large or run the other way; the % refers to the polarisation; further: potency means the concentration at half of the fitted maximal effect
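Steps: dispense CXXC domain solution (7 uM) → pin compounds or unlabeled HOX-A9 DNA control → 5 min ambient → add FLSN-HOX-A9 solution (50 nM) → spin → 30 min ambient → fluorescence polarization. Tris pH 7.5/NaCl/DTT/BSA buffer.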
An asterisk follows results filed as active; ? = inconclusive; / = not tested or not shown; [ ] = another dose, or the depositor's remark. Unless noted, the call rests on the fitted dose curve; in most records, active means well fitted curve in the direction sought with a large enough effect; inconclusive means small, poorly fitted or top-dose-only effect, or another doubt; inactive means no such curve, though single readings can be large; an effect the other way counts as inactive or inconclusive. Some of the compounds tested (hit frequency here may not be typical).

SMILES | S-ASM inh | a7 integrin act | TCR activator | MBNL1-CUG inh | TSG101-PTAP inh | Mito fusion act | TSHR antagonist | Menin MLL FP TR | AT treatment | MLL CXXC-DNA inh
C/C=C/c1ccc(OCC(=O)N(CCOC)c2c(N)n(CCCC)c(=O)[nH]c2=O)c(OC)c1 | -1% | 22% | -1% | / | 2% | -5% | 9 | / | -7% | /
O=C(c1cnn(C(=O)c2ccccc2)c1)c1ccccc1O | -1% | 30% | 5%[46.1 µM] | -11% | -2% | -5% | 6 | -1% | -1% | 3%
O=C(NCc1ccccc1F)C(=O)NCC1CCCN1S(=O)(=O)c1cccs1 (centres undefined) | 1% | -2% | -1% | / | -1% | -2% | 13 | / | 11% | /
Cc1ccc(C(=O)CC2SC(N)=NC2=O)cc1 (centres undefined) | 8% | 25% | 3% | -2% | -10% | -2% | 1 | 24% | -4% | 1%
CCc1nnc(NC(=O)C(CC)c2ccccc2)s1 (centres undefined) | 5% | 24% | 0%[46.1 µM] | -5% | -3% | 0% | 7 | -1% | -2% | 9%
CC(=O)Nc1ccc(N2C(=O)CC(c3ccccc3)CC2=O)cc1 | 0% | -8% | 4% | 3% | -3% | -5% | -3 | 3% | -1% | -7%
COc1cccc(/C=C2\SC(=O)N(CCC(=O)NNC(=O)c3ccccc3Cl)C2=O)c1 | 15% | 36% | 0%[46.1 µM] | 17% | 1% | -4% | 2 | -22% | 0% | 15%
COc1cccc(C(=O)Nc2cccc(C(=O)N3CCOCC3)c2)c1 | 2% | 8% | / | 8% | -2% | 1% | -4 | 3% | 12% | -3%
COC(=O)/C=c1/sc2nc3ccccc3n2c1=O | -1% | 1% | -2% | 14% | -5% | -5% | -12 | 5% | -3% | -5%
Cc1ccc(CNC(=O)CCS(=O)(=O)c2ccc3c(c2)CC(C)N3C(=O)C2CC2)cc1 (centres undefined) | -1% | -19% | -5% | 5% | -1% | 7% | ? | -7% | 3% | 31%[activator]
COc1ccc(Cn2c(-c3ccccc3)nc3c(c(=O)c4ccccc4n3C)c2=O)cc1 | -3% | -23% | 1%[46.1 µM] | ? | -3% | -13% | 68 | -10% | 1% | 11%
C=CCn1c(Oc2cc(C)ccc2C)nc2c1c(=O)n(C)c(=O)n2C | -2% | -17% | / | -4% | -5% | 12% | -8 | -10% | 6% | 2%
O=C(NCCC(=O)N(CCc1ccccc1)Cc1ccccc1)c1ccc(Br)cc1 | -3% | -38% | -4% | / | -4% | -7% | -4 | / | 0% | /
CC(C)(C)C1CCc2c(sc3c2C(=O)NC(c2ccco2)N3)C1 (centres undefined) | 23% | -24% | -5%[46.1 µM] | 17% | -5% | 0% | -3 | 0% | -4% | -6%
Cc1nc2nc(SCC(=O)O)nn2c(C)c1Cc1c(F)cccc1Cl | 3% | ? | -28% | -16% | -6% | 14% | -17 | -4% | -3% | 6%
Cn1nc(C(=O)NC2=NCCS2)ccc1=O | -4% | ? | 3% | 5% | 0% | 0% | 6 | 8% | 4% | 2%
CCOC(=O)C(NC(C)=O)C(=O)Nc1c(C)cccc1C (centres undefined) | 1% | -4% | 2% | -1% | 0% | -4% | -5 | 1% | 2% | 5%
CSc1c2c(nc3ncnn13)CCC2 | 9% | -27% | -2%[46.1 µM] | / | -3% | 0% | 7 | 15% | 1% | 10%
Cc1ccc(NCc2n[nH]c(=S)n2-c2ccccc2)cc1Cl | -4% | -3% | 1% | -9% | -1% | -4% | 1 | 0% | -3% | ?
Cc1cccc(NC(=S)NN2CCN(C)CC2)c1 | 3% | 10% | 1% | -3% | 0% | -4% | 5 | 3% | -2% | 3%

Record cards, as listed above:
Listed for `COc1cccc(C(=O)Nc2cccc(C(=O)N3CCOCC3)c2)c1` = S-ASM inh: 2%; a7 integrin act: 8%; TCR activator: /; MBNL1-CUG inh: 8%; TSG101-PTAP inh: -2%; Mito fusion act: 1%; TSHR antagonist: -4; Menin MLL FP TR: 3%; AT treatment: 12%; MLL CXXC-DNA inh: -3%
Listed for `Cc1ccc(C(=O)CC2SC(N)=NC2=O)cc1` (centres undefined) = S-ASM inh: 8%; a7 integrin act: 25%; TCR activator: 3%; MBNL1-CUG inh: -2%; TSG101-PTAP inh: -10%; Mito fusion act: -2%; TSHR antagonist: 1; Menin MLL FP TR: 24%; AT treatment: -4%; MLL CXXC-DNA inh: 1%

Other results follow.
SMILES | S-ASM inh | a7 integrin act | TCR activator | MBNL1-CUG inh | TSG101-PTAP inh | Mito fusion act | TSHR antagonist | Menin MLL FP TR | AT treatment | MLL CXXC-DNA inh
O=C(CCN1CCN(c2ccc([N+](=O)[O-])cc2)CC1)c1ccc(Cl)cc1 | -13% | -52%[inhibitor] | 2% | 9% | -1% | -9% | -4 | / | -26% | 50%[activator]
O=C(CN(CCc1ccccc1)C(=O)CNS(=O)(=O)c1ccccc1)NCC1CCCO1 (centres undefined) | 3% | 18% | 3% | -11% | -2% | 2% | 18 | -23% | -9% | 12%
Cn1c(CSCc2ccccc2Cl)n[nH]c1=S | 5% | 9% | -11% | -8% | -3% | -7% | 28 | 7% | 10% | ?
CCC(C)NC(=O)CN(C1CCCCC1)S(=O)(=O)c1ccc(F)cc1 (centres undefined) | 1% | 0% | -1% | -1% | -2% | -1% | -11 | / | 13% | 18%
CCCCN(C)CCCNC(=O)c1cccc(N2CCCC2=O)c1 | 8% | 17% | -8% | -1% | 0% | -2% | -9 | -1% | / | 3%
C=CCNC(=O)c1cc(-c2ccccc2O)on1 | -1% | 38% | 0% | -9% | 0% | -6% | -1 | -8% | 20% | 8%
C[C@H](CO)N1C[C@H](C)[C@@H](CN(C)S(=O)(=O)c2cn(C)cn2)Oc2ccc(NC(=O)C3CC3)cc2C1=O | 1% | 42% | 2% | / | 1% | / | 0 | / | -3% | /
Cn1cccc1Cc1nnc(SCC(=O)Nc2ccc3c(c2)OCCO3)n1CCc1ccccc1 | -2% | 7% | 0% | -6% | -1% | 0% | 3 | 10% | 2% | 6%
COc1ccccc1NS(=O)(=O)c1cccc(C(=O)N/N=C2\CC(=O)CC(C)(C)C2)c1 | 1% | 5% | -5%[46.1 µM] | -12% | 2% | -2% | 7 | -12% | -2% | 17%
Cn1c(=O)c2cc(S(=O)(=O)NC(Cc3ccccc3)C(=O)NCc3ccco3)ccc2n(C)c1=O (centres undefined) | 1% | 5% | 1% | -1% | -4% | 3% | 8 | 1% | -5% | 6%
CCNc1nc(NCC)n2c(SCC(=O)Nc3cccc(Cl)c3)nnc2n1 | -10% | 11% | 6% | / | -3% | -2% | -1 | / | -5% | /
Cc1cc(C)c2c(N)c(C(=O)N/N=C/c3cccs3)sc2n1 | 404%[activator] | 6% | -1% | 72%[activator] | 10% | 1% | -3 | / | -2% | -2%
COc1ccc(NS(=O)(=O)c2cccc(C(=O)OCC(=O)N3CCN(c4ccc(OC)cc4)CC3)c2)cc1 | -4% | -31% | 1% | / | -1% | 2% | -26 | / | 4% | /
COc1cccc(S(=O)(=O)Nc2ccc3c(c2)OCCO3)c1 | 1% | -15% | / | -5% | 1% | -2% | -5 | 1% | -7% | -8%
O=C(Nc1ccc2cn[nH]c2c1)c1c(Cl)cccc1Cl | 0% | ? | 3%[46.1 µM] | -2% | -2% | 2% | -5 | 11% | -1% | 5%
CCN(CC(=O)Nc1ccc(OC)cc1)C(=O)c1ccc2ccccc2c1 | -2% | 3% | -3%[46.1 µM] | / | -1% | / | 12 | / | 0% | /
COCCNC(=O)C(c1ccc(O)cc1)N(Cc1ccco1)C(=O)CCC(=O)Nc1ccccn1 (centres undefined) | -3% | 13% | 3% | -4% | -7% | 5% | 13 | -29% | -4% | 2%
CCN1CCN(c2ccc(S(=O)(=O)N3CCOCC3)cc2NC(=O)C2CCC(C(C)(C)C)CC2)CC1 (centres undefined) | 2% | -74%[inhibitor] | 5% | / | -4% | / | / | / | / | /
CCc1ccc(NC(=O)CSCCN2C(=O)c3ccccc3C2=O)cc1 | -2% | -18% | 4%[46.1 µM] | 11% | -6% | 14% | -13 | 9% | -10% | -1%
Cn1cnc([N+](=O)[O-])c1Oc1ccccc1 | 0% | -42% | -34%[inhibitor][46.1 µM] | 2% | 3% | 3% | 14 | -11% | 6% | 2%
